M1 PAM parental = nonselective calcium activators in parental CHO-K1 cells, primary screen, counter-screen for M1 PAM project, cell-based, Fluo-8 calcium fluorescence, full deck, 1536-well; ATP EC20; 0% at ATP EC20, 100% at ATP max; activation, % at 3 µM; 0.02% of 360,000 active; AID 602247, 2012;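 active = activation above the run cutoff, the mean activation of all test compounds plus 3 SD, cut at about 40% in these data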;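 note: peak over basal fluorescence ratio in a 140 s read after ATP addition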
V1R ag counter = agonists of human V1a receptor, primary screen, counter-screen for OXTR agonist project, fluorescence, CHO-V1R cells. Vasopressin V1a receptor (Homo sapiens), P37288. Fluo-8 calcium fluorescence, agonist mode; 0% DMSO, 100% 3 nM vasopressin. activation, % at 3 µM. 0.25% of 320,000 active;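 active = activation above the mean activation of all tested compounds plus 3 SD, per screening run, cut at about 20% in these data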;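 note: signal is peak over basal fluorescence ratio across a 100 second FLIPR read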
Target sequence (P37288 whole entry, looked up): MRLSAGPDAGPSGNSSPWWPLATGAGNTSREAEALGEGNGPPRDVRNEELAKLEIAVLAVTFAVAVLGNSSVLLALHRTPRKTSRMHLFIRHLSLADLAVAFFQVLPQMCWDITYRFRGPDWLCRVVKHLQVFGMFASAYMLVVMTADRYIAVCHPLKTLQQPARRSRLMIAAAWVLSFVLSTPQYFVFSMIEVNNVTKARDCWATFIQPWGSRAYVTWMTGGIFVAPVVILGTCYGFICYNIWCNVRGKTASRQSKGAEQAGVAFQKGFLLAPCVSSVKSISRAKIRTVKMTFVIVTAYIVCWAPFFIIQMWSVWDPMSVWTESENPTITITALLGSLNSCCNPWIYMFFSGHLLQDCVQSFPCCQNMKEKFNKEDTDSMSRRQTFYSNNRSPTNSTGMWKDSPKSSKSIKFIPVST
M1 ag = human M1 muscarinic receptor agonists, primary screen, Fluo-8 calcium fluorescence, CHO-K1 cells, HTS | Muscarinic acetylcholine receptor M1 (Homo sapiens), P11229 | CHO-K1 hM1, agonist mode; 0% DMSO, 100% acetylcholine EC100 | activation, % at 3 µM | 0.33% of 360,000 active;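 active = activation above the run's mean compound activation plus 3 SD, cut at about 16% in these data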;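 note: peak over basal fluorescence ratio within a 140 s kinetic read after compound addition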
OXTR potentiate = human OXTR potentiators, primary screen, fluorescence, CHO-OTR cells, Fluo-8 calcium; Oxytocin receptor (Homo sapiens), P30559; Fluo-8 calcium fluorescence, potentiator mode; 0% = oxytocin EC15, 100% = EC100; activation, % at 3 µM; 0.061% of 320,000 active; AID 2445, 2010;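 active = activation above that plate's cutoff, the mean activation of tested compounds plus 3 SD, cut at about 6.6% in these data, passing the limit was not always enough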;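 note: 100% uses oxytocin at 75 nM as the full agonist control; some results filed as inactive read as strong as hits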
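Assay system: CHO cell line stably expressing human OTR | Also added: Oxytocin at about EC15, sub-maximal agonist stimulus | Times: Compound 6 min at room temperature before oxytocin, 100 s read | Measured by: Fluo-8 intracellular calcium fluorescence, ex 470-495, em 515-575 nm | Controls: EC15 oxytocin alone as 0%, 75 nM oxytocin as 100%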
CHO-K1 Ca antag = nonselective inhibitor or artifact in parental CHO-K1 cells; ATP-induced calcium, Fluo-8 fluorescence; inhibition, % at 3 µM; 0.6% of 360,000 active; AID 602250;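 active = inhibition above a per-plate cutoff, the plate's mean sample inhibition plus 3 SD, cut at about 24% in these data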;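 note: 0% = DMSO plus EC80 ATP and 100% = DMSO alone without ATP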
CHO-K1 Ca ag = counter-screen for M1 agonists: effect in parental CHO-K1 cells | Fluo-8 calcium fluorescence; scaled to maximal ATP response, vehicle zero | activation, % at 3 µM | 0.48% of 360,000 active | AID 602248, 2012; in the data active = activation above about 15%;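 note: untransfected CHO-K1 host cells lacking M1 receptor as counterscreen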
TAAR1 antagonist = human TAAR1 antagonists, primary screen, Fluo-8 calcium fluorescence, CHO RD-HGA16 cells; Trace amine-associated receptor 1 (Homo sapiens), Q96RJ0; antagonist; inhibition, % at 3 µM; 1.5% of 360,000 active; AID 624466, 2012;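 active = inhibition above a per-plate cutoff, the mean inhibition of test compounds on that plate plus 3 SD, cut at about 49% in these data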;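 note: 0% = DMSO plus EC80 beta-PEA response and 100% = DMSO alone without agonist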
Target sequence (Q96RJ0 whole entry, looked up): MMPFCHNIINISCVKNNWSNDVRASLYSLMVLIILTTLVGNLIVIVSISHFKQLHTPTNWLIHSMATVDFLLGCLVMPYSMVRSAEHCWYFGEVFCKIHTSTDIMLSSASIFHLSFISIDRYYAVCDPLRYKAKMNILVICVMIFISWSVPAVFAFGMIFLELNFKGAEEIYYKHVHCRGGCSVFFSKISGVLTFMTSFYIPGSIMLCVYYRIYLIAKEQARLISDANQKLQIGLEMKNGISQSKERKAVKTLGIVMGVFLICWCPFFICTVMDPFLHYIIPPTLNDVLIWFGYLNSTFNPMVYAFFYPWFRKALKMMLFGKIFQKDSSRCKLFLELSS
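System: RD-HGA16 CHO cells with stable hTAAR1 and Gα16 | Probe or stimulus: EC80 β-phenethylamine stimulus | Dosing: 3 µM, single point | Times: Dye loading 75 min at 37 °C, then 30 min room temperature | Measured by: Fluo-8 calcium-sensitive fluorescence | Read-out basis: % inhibition of agonist calcium response | Replicates: n of 1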
TAAR1 ag = human TAAR1 agonists, primary screen, Fluo-8 calcium fluorescence, CHO RD-HGA16 cells; Trace amine-associated receptor 1 (Homo sapiens), Q96RJ0; vehicle wells 0%, saturating PEA agonist 100%; activation, % at 3 µM; 0.99% of 360,000 active; AID 624467, 2012;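 active = activation above the mean activation of all test compounds in the run plus 3 SD, cut at about 38% in these data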
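Repeats: no replicates (n 1) | Material: CHO-derived RD-HGA16 cells with stable Gα16 and human TAAR1 | Technique: Kinetic Fluo-8 calcium fluorescence | Schedule: 17-24 h seeding, 75 min 37 °C dye, 30 min RT | Evaluation: % activation from peak over basal fluorescence ratio, DMSO-to-PEA scaled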
CHO parental Ca = ATP-evoked calcium signal inhibitors, parental CHO, primary screen, counter-screen for OX1R antagonist project, cell-based, fluorescence, Fluo-8 calcium dye | 0.63% of 330,000 active | parental CHO-K1, ATP-induced calcium, Fluo-8 fluorescence | AID 463079, 2010 | inhibition, % at 5.6 µM;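 active = inhibition above that plate's mean sample inhibition plus 3 SD, cut at about 26% in these data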;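 note: 0% = ATP-challenged DMSO wells and 100% = DMSO wells without ATP; some compounds past the cut are filed as inactive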
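Assay system: untransfected parental CHO cell line. Also added: ATP agonist challenge. Dosing: one dose, 5.6 µM nominal. Measured by: Fluo-8 fluorescence. Read-out: % inhibition. Benchmarks: ATP wells versus no-ATP DMSO wells. Repeats: no replicates.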
Numbers without * were called inactive; · = no result given.

SMILES | M1 PAM parental | V1R ag counter | M1 ag | OXTR potentiate | CHO-K1 Ca antag | CHO-K1 Ca ag | TAAR1 antagonist | TAAR1 ag | CHO parental Ca
COc1ccc(S(=O)(=O)N2CCOCC2)cc1NC(=O)Cc1cccs1 | -19 | 0.3 | 1 | -3 | 8 | 0.4 | -27 | 10 | -18
CC(C)CN(C(=O)c1cc([N+](=O)[O-])cc([N+](=O)[O-])c1)C1CCS(=O)(=O)C1 (centres undefined) | 0 | 0.1 | -4 | 2 | -11 | 0.9 | -40 | 3 | -6
CCOc1ccccc1NC(=O)CCCNC(=O)Cn1cnc2sc(C)c(C)c2c1=O | -15 | -0.3 | -6 | -6 | 12 | -0.1 | -12 | 0 | -33
CC(C)CNC(=O)C1CC(=O)OC12CCCCC2 (centres undefined) | 8 | -0.1 | -1 | -12 | 5 | -0.4 | -11 | -1 | -3
C=CCn1c(=N)c(C#N)cc2c(=O)n3ccccc3nc21 | 1 | 0.4 | -5 | 2 | -1 | -0.1 | 13 | 4 | -2
COc1ccc(CNC(=O)C(NS(=O)(=O)c2ccc3c(c2)CCCN3C(C)=O)C(C)C)cc1 (centres undefined) | -3 | -0.2 | -2 | -1 | -9 | -0.2 | 1 | 0 | -20
Cc1ccc(N(C(=O)c2csnn2)C(C(=O)NC(C)(C)C)c2cccs2)cc1 (centres undefined) | -2 | -0.6 | 0 | -3 | -13 | -0.7 | 15 | 0 | -31
Cc1ccc(C(=O)Nc2nc3ccccc3[nH]2)cc1 | 6 | 2.8 | -4 | -5 | -16 | 1.7 | 0 | 1 | 8
Cc1ccccc1C(NC(=O)C1CCN(Cc2ccc(Oc3ccccc3)cc2)CC1)c1ccsc1 (centres undefined) | 12 | · | -5 | · | -3 | 0.8 | · | · | ·
COC(=O)c1ccc(NS(=O)(=O)c2c(C)nc3sccn3c2=O)cc1 | 18 | · | -3 | · | -15 | 2.7 | -9 | 3 | ·
CCOc1ccc2nc(SCC#N)c(C#N)cc2c1 | 7 | 0.8 | -3 | -18 | -1 | 0.2 | -9 | 3 | 14
O=C(CSc1nc2ccccc2nc1N1CCCC1)Nc1ccc(Cl)cc1 | -9 | -0.8 | -6 | -1 | 17 | -0.5 | -2 | 1 | -20
O=[N+]([O-])c1ccc(S(=O)(=O)NN=Cc2ccc(Cl)c(Cl)c2)cc1 | 29 | · | 0 | · | -16 | 0.8 | -2 | 3 | ·
CSC1=C(C#N)C(C)CC(=O)N1 (centres undefined) | 12 | -0.2 | -8 | -10 | -4 | 0.1 | 5 | 1 | -9
O=C(Nc1ccccc1C(F)(F)F)N1CCCC(O)C1 (centres undefined) | 18 | 0.6 | -1 | -14 | -3 | 0.8 | -3 | 2 | 1
Cc1ccc(-c2ccc(C(=O)O)[nH]2)cc1 | 19 | 0.9 | -3 | -13 | -4 | 2.1 | -13 | 3 | 4
CCCc1c(C(=O)Nc2ccc(F)cc2)cnn1-c1ccccc1 | 7 | 2.1 | -3 | -4 | 4 | 2.9 | 0 | 0 | -22
CCOC(=O)[C@H]1[C@H]2COc3ccc(C)cc3[C@@H]2N2C(=O)c3ccccc3NC(=O)[C@@]12C | 17 | -0.6 | -7 | -12 | -9 | 0.0 | -5 | 2 | -8
CC1CC(C)CN(C(=O)COC(=O)c2ccc3ncsc3c2)C1 (centres undefined) | 2 | 2.2 | 3 | -3 | -8 | 2.1 | 12 | 0 | -8
C[C@H]1CN(C2CCCCC2)C(=O)[C@@H]1CC(=O)Nc1ccc(Br)cc1 | 27 | · | -4 | · | -12 | 0.2 | -18 | 1 | ·
COc1ccc(C2=NN(C(=O)CSC3=NN4CCCC(=O)N=C4S3)C(c3cccc(OC)c3OC)C2)cc1 (centres undefined) | 15 | 0.9 | -11 | -7 | -3 | 1.2 | -23 | 2 | -24
CC(C)(C)Cc1nnc(NS(C)(=O)=O)s1 | 6 | 0.5 | 1 | -1 | -12 | -0.2 | 8 | 10 | -6
C#CCOCCOCCOCCNc1nc(N2CCN(C(=O)[C@H](Cc3cc4ccccc4[nH]3)n3cc(C(N)CC(C)C)nn3)CC2)nc(N2CCN(C(=O)[C@H](CCC(=O)O)n3cc(C(N)[C@H](C)CC)nn3)CC2)n1 (some centres undefined) | 8 | 1.2 | -6 | -4 | -14 | 0.3 | · | · | -1
CCOc1cccc(CNc2ccc(O)cc2)c1OCc1ccc(Cl)cc1Cl | 19 | -1.9 | -5 | -3 | -11 | -0.6 | 5 | 7 | -4
O=C(NC[C@@H]1CCCO1)c1cccc2c1C(=O)c1ccc(Cl)cc1S2(=O)=O | -2 | 0.1 | -2 | 0 | -10 | 2.1 | 26 | 7 | -12
SMILES | M1 PAM parental | V1R ag counter | M1 ag | OXTR potentiate | CHO-K1 Ca antag | CHO-K1 Ca ag | TAAR1 antagonist | TAAR1 ag | CHO parental Ca
O=C(CNC(=O)c1nc[nH]c1C(=O)N1CCN(c2ccccc2)CC1)OCc1ccccc1 | -4 | 0.0 | -2 | -6 | -2 | 0.3 | 15 | 10 | -2
CCOCCc1nnc(NC(=O)c2cccs2)s1 | -1 | 0.9 | 0 | -11 | 6 | -0.4 | 10 | 16 | -7
CCS(=O)(=O)C1=NN2C(=N)/C(=C\c3ccc(OC(=O)c4ccco4)c(OC)c3)C(=O)N=C2S1 | -5 | -0.1 | -1 | -6 | -4 | 0.0 | -13 | -1 | 1
O=C(COC(=O)C(c1ccccc1)c1ccccc1)NCc1ccco1 | 12 | 0.4 | -7 | -12 | -7 | 2.7 | -2 | 6 | -9
CCN(CC)C(CNS(=O)(=O)c1ccc(Cl)cc1)c1ccccc1 (centres undefined) | 23 | -0.4 | -5 | -7 | -20 | 1.1 | -1 | -1 | -6
C=CCOC(=O)C1=C(C)NC(C)=C(C(=O)OCC=C)C1/C=C/c1ccccc1 | 8 | -0.2 | -4 | -19 | 6 | 0.8 | -21 | 1 | -28
O=[N+]([O-])c1cc(S(=O)(=O)Nc2ccccc2)ccc1N1CCN(c2ccccc2)CC1 | 9 | 1.0 | -1 | -7 | 10 | -0.1 | 8 | 3 | 3
Cc1ccccc1C(=O)Nc1cc(C(F)(F)F)ccc1-n1cncn1 | -3 | -0.7 | -2 | -5 | 6 | -0.4 | 11 | 3 | -21
CCc1ccc(CN2CCN(C(=O)c3ccco3)CC2)cc1 | -9 | 2.0 | -4 | -11 | -12 | 1.1 | -4 | 0 | -6
O=C1C(Cc2cccc([N+](=O)[O-])c2)S/C(=N/N=C/c2ccco2)N1c1ccccc1 (centres undefined) | 25 | 2.2 | -7 | -4 | -13 | 2.7 | 22 | 1 | -12
CCCC1(c2ccccc2)NC(=O)N(CCN2C(=O)c3ccccc3C2=O)C1=O (centres undefined) | 7 | -0.1 | -1 | -5 | -5 | -0.2 | · | · | -24
CCOC(=O)N1CCN(c2nc(C)c3c(n2)CCCC3=O)CC1 | 5 | 0.0 | -1 | -2 | -2 | 0.7 | 0 | 13 | -5
Cc1cc(C)c(S(=O)(=O)Nc2ccnc(-c3cccnc3)n2)c(C)c1 | 12 | 1.2 | -12 | -2 | 1 | -0.1 | 6 | 9 | -9
NC(=O)N/N=C/c1c(F)cccc1F | 15 | -0.3 | 1 | -4 | -2 | 0.6 | -11 | 2 | -3
O=S(=O)(NCc1csc(-c2cccs2)n1)c1cccc(C(F)(F)F)c1 | 19 | -0.9 | -1 | -4 | -7 | 2.9 | -22 | 2 | -36
O=S(=O)(c1ccccc1)[C@@]1(c2ccccc2)C[C@@H]2ON=C(c3cccc(Br)c3)[C@@H]2C1 | -15 | -0.3 | -4 | -15 | -20 | 0.2 | 10 | 11 | -15
Cc1ccc2nc3c(c(C(=O)OCC(=O)N(C)C4CCS(=O)(=O)C4)c2c1)CCCC3 (centres undefined) | -4 | -0.5 | -12 | 3 | -2 | 0.8 | -30 | 3 | -21
CN1C(C(=O)c2ccccc2)=C(N)c2ccccc2S1(=O)=O | 19 | 0.2 | -4 | -9 | -7 | 7.4 | 13 | 12 | 14
Fc1cc2[nH]cnc2cc1Cl | -2 | 6.5 | -2 | -10 | -2 | 0.5 | -17 | 8 | -8
CSCC[C@H](NS(=O)(=O)c1ccc(C(C)=O)cc1)c1nnc2ccccn12 | -12 | -0.4 | -2 | -9 | -7 | 0.3 | 8 | 1 | -20
CC(C)(C)OC(=O)C[C@H]1C/C=C\C[C@H](CC(=O)N[C@H](CO)Cc2ccccc2)C(=O)N2CCC[C@@H]2COC1=O | 11 | 0.8 | 0 | -3 | -2 | 0.2 | -2 | 13 | 0
CCCN(CCC)C(=O)c1cc2c(=O)n3cccc(C)c3nc2s1 | 15 | 1.2 | -9 | -8 | -15 | 2.0 | 4 | 5 | -7
COc1ccc(N2C(=O)CSC23C(=O)N2c4c(cccc43)C(C)=CC2(C)C)cc1 (centres undefined) | -8 | -1.4 | -3 | -1 | -8 | -0.9 | -39 | 1 | -19
Cc1c(-c2ccccc2)nc(N)c(C#N)c1-c1cccnc1 | 21 | -1.0 | -1 | -7 | -7 | 1.7 | -10 | 2 | -11
CN1C(=O)/C(=C/C=C2/CCCN2C)N(C)C1=S | 12 | 0.0 | -10 | -4 | -10 | 0.4 | -8 | 8 | 3
Cn1cc(S(=O)(=O)NCc2ccco2)c(=O)n(C)c1=O | 6 | 1.4 | -1 | 1 | -10 | 0.1 | -6 | 1 | -4
c1ccc(N=C(c2cccs2)N2CCOCC2)cc1 | 7 | 0.0 | -7 | -7 | -7 | 0.0 | -7 | 16 | -6

In a second layout: 3 of the compounds above.
| canonical_smiles | M1 PAM parental | V1R ag counter | M1 ag | OXTR potentiate | CHO-K1 Ca antag | CHO-K1 Ca ag | TAAR1 antagonist | TAAR1 ag | CHO parental Ca |
| --- | --- | --- | --- | --- | --- | --- | --- | --- | --- |
| O=[N+]([O-])c1cc(S(=O)(=O)Nc2ccccc2)ccc1N1CCN(c2ccccc2)CC1 | 9 | 1.0 | -1 | -7 | 10 | -0.1 | 8 | 3 | 3 |
| Cc1ccccc1C(=O)Nc1cc(C(F)(F)F)ccc1-n1cncn1 | -3 | -0.7 | -2 | -5 | 6 | -0.4 | 11 | 3 | -21 |
| CCc1ccc(CN2CCN(C(=O)c3ccco3)CC2)cc1 | -9 | 2.0 | -4 | -11 | -12 | 1.1 | -4 | 0 | -6 |

From PubChem
